# Growth percent in the NCI-60 one-dose screen (48 h, 10 µM unless noted): 100 = growth as untreated, 0 = no growth, -100 = all killed.
# MALME-3M: MALME-3M melanoma. actives 5.8% (n = 78,000). AID 1794766
# HS 578T: HS 578T breast cancer; AID 1794788; actives 4.1% (n = 78,000)
# T-47D: T-47D breast cancer; actives 5% (n = 79,000)
# MCF7: MCF7 breast cancer; AID 1794796; actives 6.3% (n = 82,000)
# LOX IMVI: LOX IMVI melanoma; AID 1794757; actives 7.4% (n = 79,000)
# UACC-62: UACC-62 melanoma. actives 5.4% (n = 81,000)
# BT-549: BT-549 breast cancer | actives 4.4% (n = 78,000)
# UACC-257: UACC-257 melanoma. actives 4.4% (n = 78,000)
# The depositor's hits bear a star; x = not tested or not shown; & = joins results of further samples. How the source made its calls: active means growth percent below 10; inactive means the rest.
1: COc1cc(-c2c(C#N)c(N)nn2C(=O)c2ccc(NC(=O)c3ccccn3)cc2)ccc1O
2: O=C(NCCO)c1cccnc1
3: Nc1nc2c(C(=O)Nc3ccc(Cl)cc3)c(Nc3ccc(Cl)cc3)nn2c(-c2ccc(Br)cc2)c1-c1nc2ccccc2s1
4: CSCCC(N)C(=O)O (stereo unspecified)
5: S=C(SCc1cc(Cl)cc2c1OCOC2)N1CCSCC1
6: NC(=O)C1(Nc2ccc(Cl)cc2)CCCC1
7: CC(=O)N1N=C(c2ccc(C)cc2)CC1c1ccc(Oc2ccc(Cl)cc2)cc1 (stereo unspecified)
8: O=C(N/N=C/c1ccco1)C(=O)Nc1cccc(C(F)(F)F)c1

assay / compound	1	2	3	4	5	6	7	8
MALME-3M	106	105	101	98	113	88	90	x
HS 578T	92	92	101	108	101	102	94	119
T-47D	97	x	x	106	95	107	66	102
MCF7	96	99	94	x	90	107	79	94
LOX IMVI	70	95	96	99	94	101	x	102
UACC-62	83	105	96	104	74	105	62	91
BT-549	89	108	105	107	98	106	85	96
UACC-257	112	88	110	92	x	125	99	95

9: COc1ccccc1N1CCN(C2=C(Cl)C(=O)c3ncccc3C2=O)CC1
10: CCCc1n(Cc2ccc3ccccc3c2)cc[n+]1Cc1ccc2ccccc2c1
11: Cc1cc(-c2ccccc2)n2nc(NN)nc2n1
12: Oc1ccc2ccccc2c1CNc1nc2ccccc2[nH]1
13: CN(C)CCn1c(=O)c2c3cc4c(cc3n(CCN(C)C)c2c2ccc(Cl)cc21)OCO4
14: CC1CCc2c(sc3nc(SCC(=O)N/N=C/c4ccc(Br)cc4)n(-c4ccccc4)c(=O)c23)C1 (stereo unspecified)
15: CCOC(=O)c1cnc2c(-c3nc4ccccc4s3)c(Nc3ccccc3)nn2c1N
16: CCOC(=O)C1=C(N)N(c2ccccc2)C(C(=O)OCC)=C(C(=O)OCC)C1c1cc(=O)[nH]c2ccccc12 (stereo unspecified)

assay / compound	9	10	11	12	13	14	15	16
MALME-3M	59	-50*	102	x	79	99	109	94
HS 578T	87	x	99	101	85	86	100	104
T-47D	19	-3.2*	105	99	57	102	87	97
MCF7	37	-17*	96	89	21	92	100	88
LOX IMVI	50	-84*	80	89	-88*	86	99	91
UACC-62	83	-67*	95	82	77	93	80	88
BT-549	119	-32*	112	90	64	107	90	125
UACC-257	95	-34*	102	109	72	101	103	101

17: COC(=O)[C@]12CC[C@@H](C)[C@H](C)[C@@H]1C1=CC[C@@H]3[C@@]4(C)C(C=O)=C[C@@](C)(COC(C)=O)[C@@H]4C(=O)C[C@@]3(C)[C@]1(C)CC2
18: CC(=O)N1N=C(c2ccc(Cl)cc2)CC1c1ccc2c(c1)OCO2 (stereo unspecified)
19: COC(=O)/C=C1\Sc2ccc(C(F)(F)F)cc2NC1=O
20: Cc1nccn1-c1ccc(C(=O)/C=C2\C(=O)Nc3ccccc32)cc1
21: N#Cc1c(-c2ccccc2)cc(-c2cc(O)ccc2O)nc1N
22: COc1cccc(-c2nc3occn3c2-c2ccnc(NCCCNS(=O)(=O)c3ccc(C(F)(F)F)cc3)n2)c1
23: CN(C)C1CN(C(=O)c2cc(-c3ccc4ncnc(N5CCc6cc(F)c(Cl)cc65)c4c3)cnc2N)C1
24: COc1cccc(/C=C2\S/C(=N\N=C(c3ccccc3)c3ccccc3)NC2=O)c1

assay / compound	17	18	19	20	21	22	23	24
MALME-3M	66	x	128	93	66	96	-21*	92
HS 578T	65	82	111	95	84	98	-24*	98
T-47D	39	70	44	86	66	39	4.7*	61
MCF7	23	83	41	90	50	80	5.8*	93
LOX IMVI	34	81	97	90	78	88	7.5*	93
UACC-62	42	68	103	97	81	67	-20*	71
BT-549	32	77	125	112	61	93	-13*	99
UACC-257	38	79	x	111	x	85	16	70

# From compound 22 to 24, copied from above:
22: COc1cccc(-c2nc3occn3c2-c2ccnc(NCCCNS(=O)(=O)c3ccc(C(F)(F)F)cc3)n2)c1
23: CN(C)C1CN(C(=O)c2cc(-c3ccc4ncnc(N5CCc6cc(F)c(Cl)cc65)c4c3)cnc2N)C1
24: COc1cccc(/C=C2\S/C(=N\N=C(c3ccccc3)c3ccccc3)NC2=O)c1

assay / compound	22	23	24
MALME-3M	96	-21*	92
HS 578T	98	-24*	98
T-47D	39	4.7*	61
MCF7	80	5.8*	93
LOX IMVI	88	7.5*	93
UACC-62	67	-20*	71
BT-549	93	-13*	99
UACC-257	85	16	70

# New compounds follow:
25: CC(C)(C)NC(N)=O
26: CC(=O)Nc1ccc(S(=O)(=O)CI)cc1
27: O=C(CO)Nc1ccccc1
28: Cn1c(=O)c2cnn(C)c2n(C)c1=O
29: COc1cc2oc(-c3cccc(NC(=O)[C@H](Cc4ccccc4)NC(=O)OC(C)(C)C)c3)cc(=O)c2c(OC)c1OC
30: CCCCC(/C=C/c1ccc2ccccc2n1)CC (stereo unspecified)
31: Clc1ccc(COc2ccc(Nc3ncnc4c3sc3ncccc34)cc2)cc1
32: CNC(=O)c1cc(Oc2ccc3nc(NC(=O)c4cccc(Cl)n4)sc3c2)ccn1

assay / compound	25	26	27	28	29	30	31	32
MALME-3M	125	95	112	96	35	121	83	98
HS 578T	104	98	150	104	16	112	106	93
T-47D	104	94	100	92	39	102	106	85
MCF7	100	103	100	92	22	100	92	86
LOX IMVI	99	98	101	96	x	101	92	85
UACC-62	95	92	97	99	55	105	97	78
BT-549	113	94	105	100	29	109	113	75
UACC-257	x	140	93	80	75	98	102	80

33: O=C1/C(=C/c2ccc(Cl)cc2)SC(=S)N1CCc1ccc(O)cc1
34: CC(/C=N/N=C(N)N)=N\NC(N)=S
35: COc1cc(CNC(=O)/C=C/c2ccccc2)ccc1OCc1cn(-c2ccc(C#N)cc2)nn1
36: O=C1CCCN1C1CCN(Cc2cc3ccccc3[nH]c2=O)c2ccc(Cl)cc21 (stereo unspecified)
37: COc1ccc([C@H]2[C@H](C(=O)O)c3ccccc3C(=O)N2c2ccc(Oc3ccccc3)cc2)cc1
38: OCC(c1ccccc1)[n+]1ccccc1 (stereo unspecified)
39: O=C1/C(=C\c2cccn2Cc2ccccc2)c2ccccc2N1c1c(Cl)cccc1Cl
40: CCNCc1c(-c2cccc(OC(F)(F)F)c2)[nH]c2ccc(N3CCCC3)cc2c1=O

assay / compound	33	34	35	36	37	38	39	40
MALME-3M	82	95	68	63	102	102&95	54	39
HS 578T	86	68	59	94	87	101&103	83	8.1*
T-47D	54	29	83	51	89	63&92	-36*	29
MCF7	114	69	91	76	101	92&92	6.2*	11
LOX IMVI	65	57	89	84	96	104&103	89	22
UACC-62	78	86	84	70	95	87&100	42	30
BT-549	101	84	92	59	100	98&94	81	51
UACC-257	99	102	87	114	x	93&104	87	62

41: O=C(COc1ccccc1)Nc1ccccc1
42: O=C(Nc1ccccc1)c1cc(-c2cccnc2)nc2ccccc12
43: COc1cc(-c2[nH]ncc2Nc2ccc(Cl)cc2)cc(OC)c1OC
44: N#CC1=C(N2CCCCC2)NC(c2cccc([N+](=O)[O-])c2)c2sc3c(F)cccc3c21 (stereo unspecified)
45: N#Cc1ccc2[nH]c3c(c2c1)CCCC3
46: CC1=C(c2ccc(Cl)cc2)OC(C(C)C)C2(C#N)C(=N)NC(=O)C12C#N (stereo unspecified)
47: Cc1ccc2ccccc2c1C[n+]1ccccc1
48: COc1ccc(/C=C/c2nc(Nc3ccc([N+](=O)[O-])cc3)c3ccccc3n2)cc1

assay / compound	41	42	43	44	45	46	47	48
MALME-3M	108	107	69	108	88	101	108	95
HS 578T	117	102	66	x	x	102	95	93
T-47D	98	91	46	106	99	85	109	70
MCF7	97	93	42	98	91	89	94	44
LOX IMVI	105	96	56	97	96	88	94	55
UACC-62	94	96	40	89	91	88	100	39
BT-549	107	95	30	95	90	89	80	108
UACC-257	98	110	65	115	91	97	113	96

49: CC(C)C(NC(=O)OCc1ccccc1)C(=O)NC(Cc1c[nH]c2ccccc12)C(=O)O (stereo unspecified)
50: CC(C)c1nc(SCC(=O)c2ccc(Br)cc2)nc(Nc2cccc(S(N)(=O)=O)c2)c1C#N
51: Cn1cc(CCc2ccncc2)c2ccccc21
52: O=C(CS(=O)(=O)c1ccccc1)c1cc2ccccc2oc1=O
53: O=C1Nc2ccc(F)cc2C12CC(c1ccc(Br)cc1)=NN2 (stereo unspecified)
54: Cc1ccc(NC(=S)Nc2ncccc2OCc2cccc(F)c2)cc1
55: COC(OC)C1=C(C)OC(N)=C(C#N)C12C(=O)Nc1ccccc12 (stereo unspecified)
56: CCOC(=O)N1CCN(CCOc2c(C3CCCCC3)cc(Cl)cc2[N+](=O)[O-])CC1

assay / compound	49	50	51	52	53	54	55	56
MALME-3M	86	112	75	96	117	123	87	100
HS 578T	97	99	102	102	x	108	95	90
T-47D	97	95	72	93	92	x	100	46
MCF7	94	88	86	85	102	83	61	86
LOX IMVI	93	98	98	91	94	x	28	98
UACC-62	104	92	97	89	101	72	81	x
BT-549	90	126	94	99	103	102	123	83
UACC-257	x	104	100	110	106	113	100	67

57: FC(F)(F)c1ccc2c(Nc3cccc(C4CC(c5ccc(Cl)cc5)=NN4c4ccc(Cl)cc4)c3)ccnc2c1 (stereo unspecified)
58: C#CCC1(c2cc3ccccc3s2)NS(=O)(=O)c2ccccc21 (stereo unspecified)
59: O=C(Nc1ccncc1)C(=O)c1cn(S(=O)(=O)c2ccc(F)cc2)c2ccccc12
60: O=C(NNC(=O)c1cccc2ccccc12)c1cccc(Br)c1
61: CCN(CC)CCOC(=O)c1ccc(NC(=O)COc2ccc3ccccc3c2)cc1
62: C=CCOC(=O)Nc1cccc(Cl)c1
63: CN1CCc2c(sc3ncnc(N/N=C/c4c(F)cccc4Cl)c23)C1
64: CC1=CC(=O)C2=C(C)CC[C@@H]3[C@H](OC(=O)[C@@H]3C)[C@@H]12

assay / compound	57	58	59	60	61	62	63	64
MALME-3M	100	97	x	x	106	92	96	100
HS 578T	109	98	50	114	118	97	x	93
T-47D	87	78	53	109	100	x	88	100
MCF7	91	95	13	99	91	105	78	98
LOX IMVI	90	100	38	97	96	99	x	94
UACC-62	97	100	36	87	96	104	96	94
BT-549	100	95	37	94	77	85	47	96
UACC-257	98	x	49	101	87	81	104	96

65: O=C1CSc2ccccc2N1
66: CCCCOC(=O)N1CCN(c2ccccc2)CC1
67: O=C1CCCc2cc3c(cc21)CCCC3
68: CCOC(=O)C1CCCCC1
69: COc1ccc(Nc2nc(N)n(S(=O)(=O)c3ccc(F)cc3)n2)cc1
70: CC1=C(C(=O)OCc2ccccc2)C(c2cccc3ccccc23)n2c(nc3ccccc32)N1 (stereo unspecified)
71: COc1ccc(/C=N/C2=C(C#N)C(c3ccccc3Cl)c3ccc4ccccc4c3O2)cc1 (stereo unspecified)
72: CCc1c(C)c2ccc(O)c(NC(=O)Nc3cccc(Cl)c3)c2oc1=O
73: Nc1ccccc1C(=O)Nc1ccccc1
74: CCOC(=O)C1=C(N)N(c2ccccc2)C2=C(C(=O)CC(C)(C)C2)C1c1ccc(OC)cc1 (stereo unspecified)
75: COc1ccc(N2C(=O)CC(Nc3ccc(F)cc3)C2=O)c([N+](=O)[O-])c1 (stereo unspecified)

assay / compound	65	66	67	68	69	70	71	72	73	74	75
MALME-3M	108	121	166	101	100	17	110	52	98	114	103
HS 578T	x	116	108	91	98	5.5*	93	93	99	88	63
T-47D	107	103	102	94	96	30	75	62	91	89	100
MCF7	99	112	106	95	94	13	65	97	18	87	x
LOX IMVI	88	114	103	95	94	36	87	69	44	92	97
UACC-62	106	98	101	107	86	17	83	48	82	77	107
BT-549	117	119	103	103	92	25	98	81	104	103	111
UACC-257	101	112	106	x	102	41	110	80	95	104	x

# By substructure, the compounds so far containing a thiophene ring, fused or not (5)
14: CC1CCc2c(sc3nc(SCC(=O)N/N=C/c4ccc(Br)cc4)n(-c4ccccc4)c(=O)c23)C1 (stereo unspecified)
31: Clc1ccc(COc2ccc(Nc3ncnc4c3sc3ncccc34)cc2)cc1
44: N#CC1=C(N2CCCCC2)NC(c2cccc([N+](=O)[O-])c2)c2sc3c(F)cccc3c21 (stereo unspecified)
58: C#CCC1(c2cc3ccccc3s2)NS(=O)(=O)c2ccccc21 (stereo unspecified)
63: CN1CCc2c(sc3ncnc(N/N=C/c4c(F)cccc4Cl)c23)C1

assay / compound	14	31	44	58	63
MALME-3M	99	83	108	97	96
HS 578T	86	106	x	98	x
T-47D	102	106	106	78	88
MCF7	92	92	98	95	78
LOX IMVI	86	92	97	100	x
UACC-62	93	97	89	100	96
BT-549	107	113	95	95	47
UACC-257	101	102	115	x	104

# Screening data as filed in PubChem.
